Screens: PubChem BioAssay, Broad Institute
AID1053144 = Wnt/beta-catenin signaling activators, dose response, cell-based, iPS-derived NPC, luciferase, Wnt3a, cherry-pick (AID 1053144) | AC30 in µM for hits, for the others activation, % at the top dose, mostly 26 µM | 3,400 tested, 4.8% active | NPC TCF/LEF luciferase reporter, Wnt3a EC25, 24 h;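 active = fitted curve reaches 30% activation at a concentration no higher than the top valid tested dose, luminescence rising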;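 note: wnt3a stimulus is conditioned medium from Wnt3a-transfected mouse L cells at 5% in well; 0% = neutral control wells and 100% = CHIR-99021 positive control wells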
Active calls of the source: *. Some of the compounds tested; count on the stated rates, not on these rows.

Molecule,AID1053144
COc1ccc2nc(SCC(=O)c3ccco3)[nH]c2c1,8%
Cn1c(=O)c2c(ncn2CC(=O)OCC(=O)NCc2ccccc2Cl)n(C)c1=O,0%
COc1cccc(-c2nnc(-c3ccc4ccccc4c3)o2)c1,7%
CCN(CC)c1ccc(NC(=O)c2cccnc2)cc1,6%
COc1ccc(C(=O)CSc2ccccc2C(=O)O)cc1,9%
O=C(/C=N/NC(=O)c1ccc(Cl)cc1Cl)c1ccccc1,8%
O=C1c2cccc3c(N4CCCCC4)ccc(c23)C(=O)N1CCO,13%
CC(/C=N/Nc1nc2ccccc2[nH]1)=C\c1ccccc1,6%
O=c1oc(CCCO)cc2ccc(/C=C/c3cccc([N+](=O)[O-])c3)cc12,8%
Cc1nc2ccc(-c3nc4cc(N)ccc4o3)cc2[nH]1,4%
COc1ccc(C(=O)Nc2cc(C)on2)cc1,5%
COc1ccc(C(=O)C=Cc2cccs2)c(O)c1,14%
CCC(C)C(=O)Nc1nc2ccc(OC)cc2s1 (centres undefined),11%
O=C(Nc1ccc(CN2CCOCC2)cc1)c1ccccc1F,6%
O=C1CC(c2ccco2)CC2=C1C=Nc1ccccc1N2 (centres undefined),0%
CCc1noc(C)c1C(=O)NNC(=O)COc1ccccc1C,6%
Cc1cn2c(N)c(/C=C3\C=Nc4ccccc43)c(=O)nc2s1,12%
CCOC(=O)c1c(C)oc2c1c(C(c1ccccc1)N1CCOCC1)c(O)c1ccccc12 (centres undefined),-10%
O=C(c1cc(-c2cccc(O)c2)on1)N1CCCCC1,5%
COc1ccc2c(c1)CC/C(=C\C=C\c1ccccc1)C2=O,11%
COc1cc(CNc2ccc3[nH]c(=O)[nH]c3c2)ccc1OCc1ccc(C)cc1,1%
COc1cccc2cc(-c3nc(-c4cccs4)cs3)c(=O)oc12,13%
CCC(=O)Nc1cccc(-c2nc3ccc(C)cc3o2)c1,19%
Brc1ccccc1-c1nnc(CSc2nncn2-c2ccccc2)o1,3%
CCc1ccc2cc3c(cc2n1)C(=O)c1ccccc1-3,7%

Reprinted from the part before: 3 entries; new compounds follow.
Molecule,AID1053144
CCC(=O)Nc1cccc(-c2nc3ccc(C)cc3o2)c1,19%
Brc1ccccc1-c1nnc(CSc2nncn2-c2ccccc2)o1,3%
CCc1ccc2cc3c(cc2n1)C(=O)c1ccccc1-3,7%
CC(=O)c1cccc(NC(=O)c2noc3c2CCc2ccccc2-3)c1,7%
Cc1ccc2nc(-c3ccc(NC(=O)COCC(=O)O)cc3)sc2c1,4%
Cn1ccnc1SCC(=O)c1ccc2ccccc2c1,6%
COc1ccc(NC(=O)COC(=O)C23CC4CC(CC(O)(C4)C2)C3)cc1Cl,10%
O=C(Nc1ccc2c(c1)OCO2)c1noc2c1CCCC2,6%
CN(c1cccc(NC(=O)COc2ccc(Cl)cc2Cl)c1)S(C)(=O)=O,15%
COc1ccc(C(=O)O/N=C(\N)c2ccc(Br)cc2)cc1,15%
CCOC(=O)c1sc(NC(=O)C2CCC2)cc1C,17%
CCN(CC)c1ccc(NC(=O)COC(=O)c2ccc3ccccc3n2)cc1,15%
C(=Cc1c[nH]c2ccccc12)c1nccc2ccccc12,11%
NC(=O)c1ccc(NC(=O)C#Cc2ccccc2)cc1,-16%
O=C(c1ccc(F)cc1)N1CCC(c2ccccc2)C1 (centres undefined),5%
CCOC(=O)c1c(C)[nH]c(C(=O)OCC(=O)c2ccccc2)c1C,15%
COc1cc2ccccc2cc1C(=O)Nc1ccc(O)cc1,9%
Cc1ccc(C(=O)c2c(NC(=O)c3ccncc3)sc3c2CCCC3)cc1,5%
O=C(NCCN1CCOCC1)c1cc(-c2ccccc2)on1,8µM*
O=C(NCCC1=CCCCC1)c1ccc(-n2cncn2)cc1,9%
CCOC(=O)CSc1nc2cc(OC)ccc2cc1C#N,11%
COc1ccc(/C=C/C(=O)C2C(=O)C=C(C)OC2=O)cc1O (centres undefined),0%
Cc1cc(C)n(CCC(=O)N/N=C/c2ccc(Br)c([N+](=O)[O-])c2)n1,17µM*
Cc1cccc(OCCCC(=O)Nc2ccc(S(N)(=O)=O)cc2)c1,1%
COc1ccc(NC(=O)Nc2nnc(-c3ccco3)s2)cc1,11%
CC(=O)NCCc1ccc(C(=O)COC(=O)c2cc(C)oc2C)cc1,9%
C/C(=N\NC(=O)c1ccc2c(c1)OCCO2)c1ccccc1,1%
CC1CC(=O)Nc2ccccc2N1C(=O)Nc1ccc(F)cc1 (centres undefined),8%
CCOC(=O)C(C)N1C(=O)S/C(=C/c2cc(C)n(-c3ccccn3)c2C)C1=O (centres undefined),8%
COc1cc(/C=N/NC(=O)c2cccnc2)ccc1OC(=O)c1ccc2c(c1)OCO2,0%
CSc1nnc2c(n1)c(C)nn2-c1cccc(C)c1,3%
Cc1ccc(OCC(=O)Nc2ccccc2C(N)=O)cc1,7µM*
O=C(c1ccc2c3n(nc2c1)-c1ccc(Cl)cc1CO3)N1CCCCC1,18%
Cn1c(-c2ccc([N+](=O)[O-])cc2)nc2ccccc21,7%
Fc1ccc(N2CCN(c3cnc4ccccc4n3)CC2)cc1,2%
Cc1cc(C(=O)CN2C(=O)C3CC=CCC3C2=O)c(C)n1-c1ccccc1 (centres undefined),3%
O=C(Nc1ccc(NC(=O)c2ccco2)nc1)c1cccc(F)c1,10%
CC(C)(C)NC(=O)c1cccc(NC(=O)c2cccc(O)c2)c1,7%
O=[N+]([O-])c1ccc(O)c(C=Nc2ccc3c(c2)OCO3)c1,4%
Cc1nc2ccc(NC(=O)Cc3c(F)cccc3Cl)cc2s1,10%
Cc1cc2cc(CCNC(=O)c3cccs3)c(=O)[nH]c2cc1C,3%
CN(C(=O)/C=C/c1ccccc1)C1CCCCC1,13%
Cc1ccsc1/C=N/Nc1nc2ccccc2s1,8%
COc1ccc(-c2cc3nc[nH]c(=O)c3s2)cc1,13%
CCn1cnc2cc(NCc3ccc(Cl)cc3)ccc21,9%
COc1cc(Cl)ccc1OCc1cc(C(=O)NC(C)Cc2cnccn2)no1 (centres undefined),12%
Clc1ncccc1-c1nnn(-c2ccccc2)n1,11%
CCc1ccc2oc(C(=O)Nc3nonc3C)c(C)c2c1,7%
CN(C(=O)CN1CCN(c2cnn(-c3ccccc3)c(=O)c2Cl)CC1)C1CCS(=O)(=O)C1 (centres undefined),4%
O=C(COc1ccc2ccccc2c1)N1CCCC1,7%
C/C(=N\NC(=O)c1nnn(-c2nonc2N)c1CN(C)c1ccccc1)c1cccnc1,4%
C(/CCc1ccccc1)=N\Nc1nc2ccccc2[nH]1,8%
CCOC(=O)C1CCN(c2ccc(-c3cccs3)nn2)CC1,7%

Quoted from the listing.
Clc1ncccc1-c1nnn(-c2ccccc2)n1 @ AID1053144 = 11%
Cc1cc2cc(CCNC(=O)c3cccs3)c(=O)[nH]c2cc1C @ AID1053144 = 3%
COc1ccc(C(=O)O/N=C(\N)c2ccc(Br)cc2)cc1 @ AID1053144 = 15%
C(/CCc1ccccc1)=N\Nc1nc2ccccc2[nH]1 @ AID1053144 = 8%

More structures.
Molecule,AID1053144
O=C(c1ccccc1)c1cnc(-c2ccc(Cl)cc2)s1,-4%
CC(C)(C)n1cnc2cc(NC(=O)c3ccc(Cl)cc3)ccc21,11%
COc1cc(/C=C/c2ccc3cccc(O)c3n2)cc(OC)c1OC,14µM*
CC(C)OC(=O)CSc1nnc(C2CCCCC2)n1N,6%
CC(C)(C)n1cnnc1Sc1ccc([N+](=O)[O-])cn1,0%
COc1ccc(/C=C/C(=O)Nc2cccnc2Cl)cc1,11%
COc1cc2ccccc2cc1C(=O)NC1CCC(C)CC1 (centres undefined),7%
Cc1onc(-c2ccccc2)c1C(=O)Nc1nc(-c2cc(F)ccc2F)cs1,8%
CSc1ccc(C2c3[nH]c4ccccc4c3CCN2C(=O)c2ccnn2C)cc1 (centres undefined),11%
Clc1ccc2nc(-c3cccc(Br)c3)c(Cc3ccccc3)n2c1,1%
c1ccc2[nH]c(SCC3CCCCO3)nc2c1 (centres undefined),7%
Cc1ccc2cc(NC(=O)c3ccccc3)ccc2n1,4%
O=C(Nc1ccc2c(c1)OCCO2)C(c1ccncc1)n1c(=O)c(-c2cc3ccccc3[nH]2)nc2ccccc21 (centres undefined),6%
Oc1ccc(-c2cn3ccccc3n2)cc1,23%
N/C(=N\OC(=O)c1ccc2c(c1)OCO2)c1ccncc1,8%
Cc1ccc(S(=O)(=O)N(C)CC(=O)Nc2cc(C)ccn2)cc1,18%
Cc1ccc(NC(=O)c2ccccc2NC(=O)Cc2ccccc2)cc1,7%
Cc1ccc(-c2nn(-c3ccccc3)cc2C=O)o1,9%
O=C(NC1CC1)C1Nc2ccc(OC(F)(F)F)cc2C2C=CCC12 (centres undefined),13%
O=C(/C=C/Nc1ccc(F)cc1)c1ccc(Br)cc1,10%
Cc1ccc(NC(=O)Nc2nnc(-c3ccccc3F)s2)cc1,8%
COC(=O)[C@@H](Cc1c[nH]c2ccccc12)NC(=O)c1ccc2c(c1)OCO2,9%
Cc1nc(-c2ccc(NC(=O)c3ccccc3Br)cc2)cs1,12%
CCC(=O)Nc1ccc2c(c1)Cc1cc([N+](=O)[O-])ccc1-2,12%
CCOc1cccc(/C=C/c2ccc3cccc(O)c3n2)c1O,-3%

Arranged by value in AID1053144 (ascending): three of the compounds above
molecule | AID1053144
c1ccc2[nH]c(SCC3CCCCO3)nc2c1 (centres undefined) | 7%
CCC(=O)Nc1ccc2c(c1)Cc1cc([N+](=O)[O-])ccc1-2 | 12%
Oc1ccc(-c2cn3ccccc3n2)cc1 | 23%

Other entries follow:
Molecule,AID1053144
COc1ccc(-c2cc3ccccc3[nH]2)cc1,13%
O=c1nc(N/N=C/c2c[nH]c3ccccc23)cn[nH]1,15%
O=C(c1ccc(-c2ccc(Cl)cc2Cl)o1)N1CCOCC1,8.5µM*
CC(=O)Nc1nc2ccc(-c3nc4ccccc4o3)cc2s1,14%
CCC(=O)Nc1cc2nn(-c3ccccc3)nc2cc1Cl,4%
Cc1cccc2c(N=Nc3ccccc3)c(O)[nH]c12,7%
CS(=O)(=O)NN1C(=O)c2ccccc2NC1c1cc2ccccc2nc1Cl (centres undefined),10%
Cc1cccc(OCc2nc(-c3nonc3N)no2)c1C,9%
COCCNc1oc(/C=C/c2ccccc2)nc1C#N,16%
O=C(Nc1nc2ccc(F)cc2s1)c1cccs1,14%
Cc1ccc(Sc2ncccc2O)cc1,14%
COc1cc(OC)cc(C(=O)O/N=C(\N)c2ccccn2)c1,10%
c1ccc(-c2nc3nc4ccccc4nc3n2Cc2ccco2)cc1,8%
CCOc1ccc(OCc2ccc(C(=O)OCc3ccccn3)o2)cc1,6%
Cc1nnc(NC(=O)c2ccc3ccccc3c2)s1,24%
COc1ccc(-c2csc(N(CC3CCCO3)C(=O)c3ccc(C)cc3)n2)cc1 (centres undefined),2%
CC(C)CNC(=O)c1cc(-c2ccc3c(c2)OCO3)on1,6%
Cc1noc(C)c1COc1ccccc1C(=O)N(C)Cc1ccco1,1%
O=C(NCC1CC1)c1ccc2c3n(nc2c1)-c1ccccc1CO3,4%
CC(C)Oc1ccc(C(=O)NCCCNC(=O)c2cccnc2)cc1,4%
CC(=O)c1c(C)[nH]c(C(=O)Nc2cccc(C)n2)c1C,4%

3 compounds drawn at random from the list so far, as already listed:
Molecule,AID1053144
CCC(=O)Nc1cc2nn(-c3ccccc3)nc2cc1Cl,4%
COc1ccc(-c2csc(N(CC3CCCO3)C(=O)c3ccc(C)cc3)n2)cc1 (centres undefined),2%
O=C(c1ccc(-c2ccc(Cl)cc2Cl)o1)N1CCOCC1,8.5µM*
